# Screening results: PubChem, several laboratories
# GlmU inhibition: inhibition of mycobacterial GlmU enzyme – biochemical, glucosamine-1-phosphate acetyltransferase (AID 1376); inhibition, %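 (tested at 30 µM in the primary screen)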; hits with a dose series show IC50 in µM; 0.25% of 220,000 active; M. tuberculosis GlmU acetyltransferase enzyme assay; higher % means a stronger effect; in the data active = inhibition above about 13%;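 also: 0% = complete reaction with vehicle and 100% = reaction without substrate; strong numbers were not always called active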
# RmlCD inh 1536: blocks M. tuberculosis RmlC and RmlD coupled enzymes | RmlC+RmlD coupled enzyme assay, percent inhibition; primary screen in compound mixtures | inhibition, % at 3.6 µM | P9WH09+P9WH11 | 0.03% of 160,000 active; in the data active = inhibition mostly above about 34%, no sharp cut-off; also: some results filed as inactive read as strong as hits
# Target sequence (P9WH09 whole entry, looked up): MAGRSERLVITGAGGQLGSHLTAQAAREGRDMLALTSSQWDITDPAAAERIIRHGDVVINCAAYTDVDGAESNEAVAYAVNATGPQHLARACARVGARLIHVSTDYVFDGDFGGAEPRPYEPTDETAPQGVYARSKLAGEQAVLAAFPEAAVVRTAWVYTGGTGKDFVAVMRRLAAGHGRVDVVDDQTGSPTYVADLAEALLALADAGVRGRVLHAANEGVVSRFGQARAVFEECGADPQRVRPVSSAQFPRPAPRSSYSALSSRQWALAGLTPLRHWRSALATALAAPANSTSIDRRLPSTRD
# Target sequence (P9WH11 whole entry, looked up): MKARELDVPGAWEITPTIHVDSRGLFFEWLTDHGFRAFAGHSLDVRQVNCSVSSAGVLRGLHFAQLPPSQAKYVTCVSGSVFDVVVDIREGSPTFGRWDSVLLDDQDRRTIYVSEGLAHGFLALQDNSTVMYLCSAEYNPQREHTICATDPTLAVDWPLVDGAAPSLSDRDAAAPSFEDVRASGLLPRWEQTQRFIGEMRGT
# Starred values were filed as active, the others as inactive; / = no result given. These rows are one share of the data. The share of hits here may be higher or lower than overall.
SMILES,GlmU inhibition,RmlCD inh 1536
Cc1ccnc(NC(=O)CCC(=O)N(CC(=O)NCc2ccccc2)c2ccc3c(c2)OCO3)c1,0.7%,/
CCc1ccccc1N1C(=O)[C@@H]2Cc3ccccc3CN2C1=O,7.7%,/
COC(=O)CC1C(=O)NCCN1C(=O)CSc1nc2ccccc2o1 (centres undefined),-9.3%,-3
CC(C)(C)NC(=O)C(c1cccs1)N(C(=O)C(=O)NC1CCCC1)c1ccccc1F (centres undefined),-0.2%,-7
COCCNC(=O)c1cc(-c2cccnc2)nc2ccc(Br)cc12,-0.8%,/
COc1ccc(CC(=O)Nc2cccc(SC)c2)cc1OC,2.8%,6
CN(C)C(=S)Nc1cccc(-c2n[nH]c(=S)o2)c1,-5.5%,-7
COc1ccc(C2Oc3ccccc3C3=C2C(c2cccs2)n2ncnc2N3)cc1 (centres undefined),3.9%,-2
O=C(NCCN1CCN(Cc2ccccc2)CC1)Nc1cc(Cl)cc(Cl)c1,0.6%,2
COC(=O)c1c(C)oc(C)c1S(=O)(=O)NCc1cccs1,-1.8%,-6
Cc1cc(OCCCCCN2CCCC2)ccc1Cl,-9.8%,8
CC1(C)CC(=S)Nc2ccccc2S1,2.0%,-10
COc1ccc(CCNS(=O)(=O)c2ccc3oc(C(=O)O)c(C)c3c2)cc1OC,-2.0%,-195
CCOc1cc(C2NC(=O)NC(O)(C(F)(F)F)C2C(=O)c2ccc(OC)cc2)ccc1O (centres undefined),-2.3%,/
O=C1CCCN1CN(C(=O)c1ccccc1)c1ccc(F)cc1,-5.2%,/

# Pulled by structure from the entries so far, three records:
SMILES,GlmU inhibition,RmlCD inh 1536
CCc1ccccc1N1C(=O)[C@@H]2Cc3ccccc3CN2C1=O,7.7%,/
COCCNC(=O)c1cc(-c2cccnc2)nc2ccc(Br)cc12,-0.8%,/
Cc1cc(OCCCCCN2CCCC2)ccc1Cl,-9.8%,8

# Next structures follow:
SMILES,GlmU inhibition,RmlCD inh 1536
CN(C)C=Nc1nonc1N,-6.5%,65
CC(=O)N1c2ccccc2Nc2ccccc21,3.5%,/
COc1cc(NC(=O)Cc2cccs2)ccc1-n1cnnn1,2.9%,3
O=C(Nc1ccccc1C(=O)NCc1ccco1)Nc1cccc2ccccc12,-4.6%,6
COc1ccc(NC(=O)CSc2nnc(-c3ccccn3)n2-c2ccccc2)cc1OC,1.6%,13
Nc1n[nH]c(-c2cccc([N+](=O)[O-])c2)n1,2.6%,/
COc1ccc(-c2nc(-n3c(C)c(C(C)=O)c(C(C)=O)c3C)sc2C)cc1,1.0%,8
Cc1cc(C)n(CCN(C)C(=O)CCc2nnc(CCC3CCCCC3)o2)n1,3.7%,15
Cc1ccc2[nH]c(=O)c(CN(Cc3ccccc3)C(=S)NCCCN(C)C)cc2c1,-0.9%,-12
COc1ccc(OC(C)=O)c(C2c3cc(OC)c(OC)cc3CCN2C(C)=O)c1 (centres undefined),-0.7%,7
COc1ccccc1C(=O)N1CCC(N2CCN(c3ccccc3)CC2)CC1,1.4%,-10
O=C1NC(CCc2ccccc2)C(=O)N1CCOc1ccccc1 (centres undefined),-0.4%,-9
O=C(N[C@@H](Cc1c[nH]c2ccccc12)C(=O)O)c1ccccc1Cl,-2.4%,9
CCN(CC(=O)Nc1cccc(C(C)=O)c1)S(=O)(=O)c1ccc(OC)cc1,-1.1%,9
COCCCNC(=O)c1ccc([N+](=O)[O-])c(Cl)c1,1.1%,8

# An excerpt of these results, field by field.
CC(=O)N1c2ccccc2Nc2ccccc21
  GlmU inhibition: 3.5%
  RmlCD inh 1536: /
O=C1NC(CCc2ccccc2)C(=O)N1CCOc1ccccc1 (centres undefined)
  GlmU inhibition: -0.4%
  RmlCD inh 1536: -9
COc1ccc(OC(C)=O)c(C2c3cc(OC)c(OC)cc3CCN2C(C)=O)c1 (centres undefined)
  GlmU inhibition: -0.7%
  RmlCD inh 1536: 7
COc1ccc(-c2nc(-n3c(C)c(C(C)=O)c(C(C)=O)c3C)sc2C)cc1
  GlmU inhibition: 1.0%
  RmlCD inh 1536: 8

# Additional records
SMILES,GlmU inhibition,RmlCD inh 1536
Cc1ccc(S(=O)(=O)NCC(=O)NCc2ccncc2)cc1,-1.7%,/
O=C(C1CCCN(S(=O)(=O)Cc2ccccc2)C1)N1CCc2ccccc21 (centres undefined),4.0%,-7
O=C(CSc1nnc(-c2ccc(O)cc2)n1-c1ccccc1)CC(=O)Nc1ccccc1,-0.3%,-3
CN1C(=O)N(C)C(=O)C2(Cc3ccccc3N3CCOCC32)C1=O (centres undefined),-5.5%,1
O=C1CCCN1CN(C(=O)c1ccccc1)c1ccccc1,3.3%,9
CCC12CN3CCN(CC(C3)/C1=N/NC(=O)c1ccncc1)C2,4.2%,-10
CCCN1CCN(CCCNC(=O)CCNC(=O)Cn2ccc3ccccc3c2=O)CC1,-4.5%,13
CCOc1cc2[nH]c(=S)n(C3CCN(Cc4ccccc4)CC3)c(=O)c2cc1OCC,1.1%,6
OCC#CCSc1nnc(-c2ccncc2)o1,1.2%,/
C=CCNC(=O)c1c(CSc2ccc(Cl)cc2)noc1C(=O)NCc1ccccc1,1.5%,/
OCCN1CCN(CC(O)COCCOc2ccc(Br)cc2)CC1 (centres undefined),6.4%,-6
O=C(CP(=O)(O)CC(=O)c1ccccc1)c1ccccc1,3.6%,-11
Cc1ccc(NC(=O)c2noc3c2CCCCC3)cc1,-7.2%,17
O=C(NCCC1=CCCCC1)NC12CC3CC(CC(C3)C1)C2,0.8%,/
CCOC(=O)C(O)(c1ccc(NC(=O)c2ccc(Cl)c(Cl)c2)cc1)C(F)(F)F (centres undefined),-0.3%,6
CCCN1CNC(=S)N(c2ccccc2OCC)C1,1.5%,/
Cc1sc(NC(=O)CSc2nnnn2C)c(C#N)c1C,1.8%,-8
CCN(CC)CCN(Cc1cc2cccc(C)c2[nH]c1=O)C(=S)Nc1ccccc1,1.9%,0
O=C(Nc1ccc2c(c1)CCC2)c1ccc(Cl)nc1,-6.9%,11
Cn1c(=O)oc2cc(S(=O)(=O)N3CCC(C(=O)Nc4ccc(OC(F)(F)F)cc4)CC3)ccc21,0.3%,/
O=C(CCC1CCCC1)Nc1ccc(C(=O)NCc2cccnc2)cc1,0.4%,-14
CCCOC(=O)c1cccc(Nc2nc(-c3cccnc3)nc3ccccc23)c1,7.5%,-12
CCOc1ccc2nc(SC(CC)C(=O)Nc3cc(C)on3)sc2c1 (centres undefined),5.3%,17
COc1ccc(N(CC(=O)NCCC2=CCCCC2)S(C)(=O)=O)cc1,-1.3%,3
O=C1c2cccc3cccc(c23)C(=O)N1/N=C/c1c(O)n(-c2ccccc2)c(=O)[nH]c1=O,2.6%,1
CN1CCc2c(sc3c2C(=O)NC(c2ccco2)N3)C1 (centres undefined),-2.9%,/
COc1cccc(N=C(N)N)c1,1.0%,7
S=c1[nH]nc(-c2ccc3ccccc3n2)n1-c1cc(Cl)cc(Cl)c1,0.0%,4
CCCCc1ccc(NC=C2C(=O)OC3(CCCCC3)OC2=O)cc1,-1.2%,/
O=c1c(CN2CCN(Cc3ccccc3)CC2)coc2ccc(Cl)cc12,-3.2%,19
CCCCCCN1C=C/C(=C\C=C(C#N)C#N)c2ccccc21,1.3%,-7
CCN(c1ccccc1)S(=O)(=O)c1cc(C(=O)OC(C)C(=O)Nc2ccc3c(c2)OCCO3)ccc1C (centres undefined),-3.2%,10
COc1ccc(NS(=O)(=O)c2ccc(N3CCCC3)c(NC(=S)Nc3cccc(S(=O)(=O)N(C)C)c3)c2)cc1,-0.7%,7
CN(C)CCNC(=O)Cc1ncc(C(F)(F)F)cc1Cl,3.7%,-14
CCn1c(=O)c2c(nc3n2CCCN3c2cccc(C)c2)n(C)c1=O,-5.0%,6
CC1=C(C(N)=O)C(c2cccs2)n2nc(-c3cccc(Cl)c3)nc2N1 (centres undefined),1.3%,20
CCOCc1cc(C)[nH]c(=O)c1C#N,/,7
Cc1cccc(CS(=O)(=O)Cc2ccc(C(=O)NCCCN3CCOCC3)o2)c1,/,-3
Cn1c(=O)[nH]c(=O)c2c1nc(CN(Cc1ccccc1)Cc1ccccc1)n2CCN1CCOCC1,-1.0%,-4
CCn1c(Cn2nnc(-c3ccccc3)n2)nnc1SCC(=O)Nc1ccc(N(C)C)cc1,1.1%,6
O=S(=O)(Cc1ccc(Cl)cc1)c1ncc(CO)n1Cc1ccccc1,1.1%,20
Cc1[nH]nc(N2CCCCCC2)c1[N+](=O)[O-],0.4%,/
Cc1sc2ncnc(OCc3nnc(-c4cccs4)o3)c2c1C,1.3%,-6
O=C(CSc1nnc(-c2cccs2)o1)NCc1ccco1,1.8%,6
O=C(c1cc([N+](=O)[O-])cc([N+](=O)[O-])c1)N1CCOCC1,2.0%,-4

# Laid out differently: entries from further up.
compound | GlmU inhibition | RmlCD inh 1536
CCn1c(=O)c2c(nc3n2CCCN3c2cccc(C)c2)n(C)c1=O | -5.0% | 6
Cn1c(=O)[nH]c(=O)c2c1nc(CN(Cc1ccccc1)Cc1ccccc1)n2CCN1CCOCC1 | -1.0% | -4

# Continued.
SMILES,GlmU inhibition,RmlCD inh 1536
CCn1c(CC(=O)Nc2ccc(C)cc2)n[nH]c1=S,-2.2%,9
CCOC(=O)N/N=C\c1sccc1C,3.0%,4
Cc1ccc(C(=O)Nc2ccccc2C(=O)NC(Cc2c[nH]c3ccccc23)C(=O)O)cc1 (centres undefined),2.4%,-2
COc1cc(C(=S)N2CCCC2)cc(OC)c1OS(=O)(=O)c1ccc(NC(C)=O)cc1,3.4%,-1
C#CCN1C(=O)C(O)(CC(=O)/C=C/c2ccco2)c2ccccc21 (centres undefined),1.9%,-9
COc1cccc(OC)c1C(=O)OCC(=O)Nc1cccnc1Cl,-2.6%,-8
COc1ccc(Oc2cn[nH]c2-c2ccc(O)cc2O)cc1,0.9%,4
Cc1ccc(/C=C/C(=O)N2CCCC(C(N)=O)C2)o1 (centres undefined),/,-4
COC(=O)C1N[C@@H]([C@@H](NC(=O)COc2ccccc2)C(=O)Nc2ccc(OC)cc2)SC1(C)C (some centres undefined),2.5%,/
c1ccc(Nc2nc(NCc3ccco3)c3ccccc3n2)cc1,0.6%,-2
CCOc1ccc(NC2=NCCC(=O)N2Cc2cccs2)cc1,2.3%,/
Cn1c(Cc2ccc3c(c2)OCO3)nnc1SCC(=O)NC(C)(C)C,-3.2%,/
O=C(CC(=O)N1CCN(c2ccccn2)CC1)Nc1ccc2nc3n(c(=O)c2c1)CCCCC3,3.4%,/
COc1cc([N+](=O)[O-])c2nccnc2c1,-3.8%,4
COc1ccc(NC(=S)NCC(c2cccnc2)N2CCOCC2)cc1 (centres undefined),-3.8%,5

# In the list so far, 3 have a COOH group.
SMILES,GlmU inhibition,RmlCD inh 1536
COc1ccc(CCNS(=O)(=O)c2ccc3oc(C(=O)O)c(C)c3c2)cc1OC,-2.0%,-195
O=C(N[C@@H](Cc1c[nH]c2ccccc12)C(=O)O)c1ccccc1Cl,-2.4%,9
Cc1ccc(C(=O)Nc2ccccc2C(=O)NC(Cc2c[nH]c3ccccc23)C(=O)O)cc1 (centres undefined),2.4%,-2

# Next structures:
SMILES,GlmU inhibition,RmlCD inh 1536
COC(=O)CNC(=O)C1CCN(c2nc(C)cc(C)n2)CC1,9.8%,-7
CC[C@H](C)C(C(=O)N1CCN(C(=O)OC(C)(C)C)CC1)n1cc(C(Cc2ccc(O)cc2)NC(=O)OC(C)(C)C)nn1 (some centres undefined),1.3%,/
Oc1ccc(Cl)cc1C=NCCc1ccccc1,-2.4%,/
COc1ccc(CCNC(=O)CSc2nc3cc(Cl)ccc3o2)cc1OC,1.3%,-6
O=C(O)c1cc(NCc2ccc3c(c2)OCO3)ccc1N1CCOCC1,4.2%,54
CC(CN(C)C)CN1c2ccccc2CCc2ccccc21 (centres undefined),-6.2%,/
O=C(CSc1nc(-c2ccccc2)cs1)NC(=O)NCc1ccco1,-1.0%,3
O=C(O)/C=C\C(=O)Nc1ccc(OC(F)F)cc1,2.3%,-9
CC(=O)NS(=O)(=O)c1ccc(NC(=S)NC(=O)C(C)(C)C)cc1,3.2%,/
Cc1nc2sc(C(c3cccs3)N3CC(C)CC(C)C3)c(O)n2n1 (centres undefined),1.3%,-6
CCCS(=O)(=O)N1CCN(C(=O)c2ccco2)CC1,-0.5%,-11
Cc1ccc(NCc2cccnc2)c(Br)c1,1.3%,-1
CCOC(=O)c1cc2c(C)n(-c3ccc(C)cc3)c(C)c2ccc1=O,5.5%,5
COc1ccc(NC(=O)CN2C(=O)N(C)Cc3ccccc32)c(C)c1,-4.0%,-7
O=c1c2ccccc2cnn1-c1nc2ccccc2[nH]1,11%,11
Cc1cc(NC(=O)C2CCCN2C(=O)Nc2c(C)cccc2C)ccc1-n1cnnn1 (centres undefined),-4.1%,/
Cc1c(NC(=O)c2ccccc2NS(=O)(=O)c2ccc(Br)cc2)c(=O)n(-c2ccccc2)n1C,0.4%,-10
O=C(c1ccoc1)N1CCC2(CC1)Oc1ccc(F)cc1C(=O)C21CC(c2ccc(Cl)cc2)=NO1 (centres undefined),-0.9%,3
O=C(O)CC/C(=N/NC(=O)CNC(=O)Cc1ccc(Cl)cc1)c1ccccc1,-6.2%,-11
COc1cccc(Nc2ncc(C#N)c(N)n2)c1,0.7%,8
CC(=O)c1ccc(N2CCN(C(=O)Nc3ccc(C(C)C)cc3)CC2)cc1,4.2%,-10
COc1ccccc1-c1nc2ccccc2nc1-c1ccccc1OC,2.5%,6
CCn1cc(C(C)NC(=O)Nc2ccc3c(c2)OCO3)c(C)n1 (centres undefined),4.9%,-14
CN1CCN(C(=O)c2ccc3c(c2)N(Cc2ccc(Cl)cc2)C(=O)c2ccccc2S3=O)CC1 (centres undefined),1.6%,-8
CCOC(=O)C1(CCOC)CCN(Cc2nc(-c3cccs3)oc2C)CC1,3.4%,5
CCOc1ccccc1C1C(C#N)=C(N)Oc2n[nH]c(CC)c21 (centres undefined),0.9%,-276
Cc1ccnc(NC(=O)COc2ccccc2[N+](=O)[O-])c1,-2.4%,6
Cc1nnc(NC2=NCCC2)s1,-5.7%,/
O=C(CCNC(=O)Cn1ccc2ccccc2c1=O)NCc1ccccn1,-1.3%,-11
